TrxR1 substrate: rat thioredoxin reductase 1 substrate activity | O89049 | purified TrxR1 substrate turnover, NADPH consumption readout | Potency, µM (top dose mostly 114 µM), for inactives: at the top dose activity change, negative = substrate turnover | 0.01% of 390,000 active | AID 588456; note: potency is the fitted concentration of half-maximal effect; % is set by controls: 0 for no effect and ±100 for the full control effect; nearly all actives have a fitted effect of over 50% in size
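Rat TrxR1, dispensed at 90 nM, was prereduced with 400 uM NADPH (final) for 5 min at ~22 deg C, then incubated with compound 15 min before 400 uM selenite. A first-read NADPH fluorescence drop versus no-compound background flagged substrates.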
Vif-A3G inh: inhibitors of Vif-APOBEC3G interaction | HeLa A3G-eYFP + Vif (tagged APOBEC3G with the HIV-1 protein that degrades it), YFP fluorescence, overnight | Potency, µM (titrated, usually from 46.1 µM), for the others: top-dose activity, negative = active, hits mostly inhibitors | 0.076% of 410,000 active;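 note: potency is the fitted concentration of half-maximal effect; % is set by controls: 0 for no effect and ±100 for the full control effect; nearly all actives have a fitted effect of over 60% in size; hits raise eYFP signal because A3G escapes Vif-driven loss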
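Read-out is eYFP fluorescence (Ex 488/Em 500-530) from Vif-expressing HeLa A3G-eYFP cells; more signal means A3G escaped Vif-mediated degradation. Cells plated overnight, compound pinned in, incubated overnight at 37 deg C.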
mIDH1 inhibitor: inhibitors of human mutant IDH1 R132H; AID 602179; IDH1-R132H enzyme, NADPH consumption, diaphorase/resazurin fluorescence; Potency, µM (highest dose often 76.6 µM), for the others: at the top dose activity change, negative = inhibition, most hits filed as inhibitors; O75874; 0.093% of 390,000 active; note: potency is the fitted concentration of half-maximal effect; % is set by controls: 0 for no effect and ±100 for the full control effect; nearly all actives have a fitted effect of over 65% in size
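IDH1-R132H (0.5 ug/mL dispensed) in pH 7.5 Tris buffer was preincubated 30 min with compound, then given a substrate mix of 0.016 mM NADPH and 2 mM alpha-KG for 80 min at room temperature; remaining NADPH was read by diaphorase/resazurin fluorescence.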
GRP78 ERSR act: induces the endoplasmic reticulum stress response in human glioma cells; U87-MG GRP78 promoter luciferase reporter, 16 h; Potency, µM, inactives show top-dose activation, usual class: activators; 0.02% of 420,000 active; note: potency is the fitted concentration of half-maximal effect; series mostly up to about 76 µM; % of control where 0% means no effect; nearly all actives have a fitted effect of over 35% in size
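Stably transfected U87-MG human glioma cells carrying a GRP78-based luminescent sensor were seeded at 1000 cells/well, pin-dosed with compounds and incubated 16 h. Luciferase reagent was then added, and end-point luminescence was read after 10 min at room temperature.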
Vif-APOBEC3F blk: blocks the Vif interaction with APOBEC3F | HeLa A3F-eYFP + Vif (tagged APOBEC3F with the HIV-1 protein that degrades it), YFP fluorescence increase | Potency, µM (doses to about 46.1 µM), for inactives: at the top dose activity, negative = active | 0.2% of 390,000 active | AID 602313; note: potency is the fitted concentration of half-maximal effect; % of control where 0% means no effect; nearly all actives have a fitted effect of over 65% in size
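HeLa cells stably expressing Vif plus C-terminally eYFP-tagged A3F were seeded, incubated overnight at 37 deg C, dosed with compound, incubated overnight again at 37 deg C. Yellow fluorescence (Ex 488/Em 500-530) reported blocked Vif-mediated A3F-eYFP degradation.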
RXFP1 ag: activates the human relaxin receptor RXFP1. Q9HBX9. HEK293T-RXFP1 cAMP TR-FRET, 30 min; response scale: percent of porcine relaxin response, buffer zero. Potency, µM (doses to about 57.5 µM), for inactives: at the top dose activation, usual class: activators. 0.3% of 370,000 active; note: potency is the fitted concentration of half-maximal effect; % is set by controls: 0 for no effect and ±100 for the full control effect; nearly all actives have a fitted effect of over 60% in size; many of its hits are not listed in these tables
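Agonist response is measured as cAMP accumulation in an RXFP1-transfected HEK293T line under PDE4 inhibition. Values are scaled between buffer-only and 29 nM porcine relaxin, and EC50s come from standard Hill equation fits.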
USP1 inh: USP1/UAF1 (human) deubiquitinase inhibition; recombinant USP1/UAF1, Ub-Rhodamine cleavage fluorescence; O94782; Potency, µM (titrated, usually from 57.1 µM), inactives show at the highest dose activity change, negative = inhibition, most hits filed as inhibitors; 0.23% of 390,000 active; note: potency is the fitted concentration of half-maximal effect; % is set by controls: 0 for no effect and ±100 for the full control effect; nearly all actives have a fitted effect of over 60% in size; inactives centre near -12
Target sequence (O94782 whole entry, looked up): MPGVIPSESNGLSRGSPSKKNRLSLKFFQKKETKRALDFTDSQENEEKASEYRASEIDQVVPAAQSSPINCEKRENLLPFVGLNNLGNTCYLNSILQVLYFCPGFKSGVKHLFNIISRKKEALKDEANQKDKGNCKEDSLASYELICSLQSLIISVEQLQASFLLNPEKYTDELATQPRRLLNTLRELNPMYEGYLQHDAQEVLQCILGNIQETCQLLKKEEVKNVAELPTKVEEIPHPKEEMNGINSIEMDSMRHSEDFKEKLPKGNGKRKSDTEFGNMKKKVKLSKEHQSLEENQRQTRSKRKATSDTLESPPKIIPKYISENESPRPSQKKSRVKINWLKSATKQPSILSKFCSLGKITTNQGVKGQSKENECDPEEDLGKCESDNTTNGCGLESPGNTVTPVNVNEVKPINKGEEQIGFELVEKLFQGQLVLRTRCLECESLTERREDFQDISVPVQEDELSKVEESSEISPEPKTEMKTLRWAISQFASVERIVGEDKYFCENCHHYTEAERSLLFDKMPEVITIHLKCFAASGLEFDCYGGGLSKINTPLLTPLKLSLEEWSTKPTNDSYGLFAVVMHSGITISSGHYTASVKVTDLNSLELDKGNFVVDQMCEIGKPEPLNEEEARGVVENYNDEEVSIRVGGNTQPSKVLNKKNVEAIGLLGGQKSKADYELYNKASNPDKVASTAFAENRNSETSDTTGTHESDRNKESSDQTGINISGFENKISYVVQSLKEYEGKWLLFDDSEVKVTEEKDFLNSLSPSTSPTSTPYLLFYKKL
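USP1/UAF1 complex at 1 nM was preincubated with compound for 15 min at room temperature, then Ub-Rho substrate (150nM final) was added. Fluorescence (480/540 nm) was read kinetically, 6 reads every 60 seconds.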
PI4K2A block: inhibitors of human PI4K2A | purified PI4K2A, ADP-Glo luminescence, 1 h; hits give low values | activity change, negative = inhibition, % at 76.9 µM | 0.13% of 420,000 active | AID 1346378; in the data active = activity change below about -50%; inconclusive = mostly about -30% to -49%;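 note: -100% = wells without enzyme as full effect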
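PI4K2A activity was measured by ADP-Glo luminescence: enzyme (4 ug/mL stock) and phosphatidylinositol (1.2 mM stock) in Tris pH 7.5/MgCl2/EGTA/Triton X-100 buffer were reacted with ATP (300 microM stock) for one hour at ambient temperature.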
LDHA inh: blocks human lactate dehydrogenase A; P00338; purified LDHA, NADH/diaphorase-resazurin fluorescence; hits give low values; activity change, % (values are at about 110 or 230 µM); 0.15% of 480,000 active; in the data active = activity change below about -30%; inconclusive = mostly about -25% to -30%;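 note: plate controls were DMSO wells for no effect and wells without enzyme for full effect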
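Enzyme activity of human lactate dehydrogenase 5 (2 nM; 0.06 mM NADH, 0.2 mM pyruvate, 5 min, RT) is measured via a resazurin/diaphorase fluorescence readout of residual NADH.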
* marks the source's active call; other numbers are inactive results; u = inconclusive; x = not tested or not shown; & = joins results of further samples; [ ] = dose if it differs, or a comment. Unless noted, calls come from the whole dose curve; as a rule, active = well fitted curve in the direction sought with a large enough effect; inconclusive = small, poorly fitted or top-dose-only effect, or another doubt; inactive = no such curve, though single readings can be large; an effect the other way counts as inactive or inconclusive. Not all compounds are listed; rates above refer to the full screens.

SMILES	TrxR1 substrate	Vif-A3G inh	mIDH1 inhibitor	GRP78 ERSR act	Vif-APOBEC3F blk	RXFP1 ag	USP1 inh	PI4K2A block	LDHA inh
Cc1ccccc1-c1nnn(CC(=O)NCc2ccc3c(c2)OCO3)n1	4%	5%	3%	-3%	-3%	0.2%	-21%	-1	-7
CNC(=O)CN(CCc1ccccc1)S(=O)(=O)c1ccc(OC)cc1	7%	-1%	4%	-2%	10%	12%	-24%	-5	-7
COc1ccc(N2CCN(C(=O)COC(=O)COc3ccc(C#N)cc3)CC2)cc1	5%	0%	3%	-4%	-3%	1.4%	-5%	-2	-1
CN/C(=C\[N+](=O)[O-])NCCSCc1ccc(CN(C)C)o1	8%[57.1 µM]	0%&1%	1%	-5%&1%&1%&-3%&-5%&-3%&-4%	1%	-0.6%	-11%	1&-1&1	-2&2
CC(C)C(=O)NC(C)C(c1cccs1)N1CCN(c2ccccc2)CC1 (centres undefined)	-8%	0%	5%	-1%	4%	-0.5%	-5%	4	-3
Nc1nnc(CCOc2ccccc2Cl)s1	6%	-8%	5%	0%	-6%	-2.7%	-4%	8	-14
O=C(c1cccn(Cc2ccc(C(F)(F)F)cc2)c1=O)N1CCOCC1	-1%[57.1 µM]	-1%	-2%	-3%	11%	3.2%	-7%	2	-8
COc1ccc(-c2nn(-c3ccccc3)cc2C(N)=O)cc1OC	-2%	-1%	-5%	0%	7%	-0.2%	-9%	-2	-4
CCc1cc2c(-c3ccccc3)cc(=O)oc2cc1OCC(C)=O	14%	-1%	-5%	-7%	-5%	-4.3%	0%	-1	-4
COCCNC(=O)c1onc(CSc2cccc(Cl)c2)c1C(=O)O	3%[57.1 µM]	-2%	10%	-2%	0%	0.3%	u	3	-12
COc1ccc(Sc2nc(-c3ccccc3)ncc2C(=O)O)cc1	-16%[57.1 µM]	-5%	1%	0%	3%	0.9%	-5%	6	-3
CSCCC(NC(=O)c1ccc(Cl)cc1)C(=O)OCC(=O)Nc1cc(Cl)ccc1C#N (centres undefined)	4%	2%	-2%	-1%	4%	6.8%	-21%	4	-4
Cc1cc2nc(-c3ccc(=O)[nH]c3)n(Cc3ccccc3)c2cc1C	-8%	-1%	-3%	14%	-8%	6.8%	-15%	4	-6
COc1ccc(NC(=O)CN2CCN(CC(=O)Nc3ccc(F)cc3F)CC2)cc1	-2%	-3%	-10%	3%	9%	3.6%	-13%	4	-7
O=C(CCc1n[nH]c(=O)[nH]c1=O)N1CCCCC1	0%	2%	1%	-3%	-1%	-2.0%	-1%	1	-7
O=C(O)C1C2C=CC3(O2)C1C(=O)N1c2ccccc2COC13 (centres undefined)	5%	1%	5%	-6%	0%	0.6%	-14%	0	-1
Cc1nn(-c2ccccc2)c(C)c1/C=N/NC(=O)c1cnccn1	-6%	-1%	1%	1%	2%	0.3%	-20%	7	-3
COC(=O)N(C)C[C@@H]1OCc2ccccc2-c2c(n(C)c3ccccc23)C(=O)N([C@H](C)CO)C[C@@H]1C	x	-8%	-2%	-2%	-1%	x	-13%	-5	-9
CC(=O)Nc1ccc(S(=O)(=O)N(C)CC(=O)OCC(=O)Nc2cc(C)on2)cc1	-1%	-4%	-2%	-1%	-9%	0.9%	-2%	3	-11
O=C(c1ccc2ccccc2c1)N1CCc2ccccc21	-3%	-7%	2%	5%	1%	-0.2%	-3%	0	-11
CCCCCOC(=O)C(C)c1c(C)[nH]c(=S)[nH]c1=O (centres undefined)	11%[57.1 µM]	-3%	0%	3%	-3%	0.8%	-15%	1	-3
COC(=O)NNC(=O)Cc1cccc2ccccc12	7%	-4%	0%	-3%	-5%	0.0%	-21%	0	-3
CC(C)(C)NCC(O)COc1ccccc1C(=O)CCc1ccccc1 (centres undefined)	10%	-6%	2%	-3%	-1%	3.0%	u	-3	-10
Cc1c(NC(=O)C23CC4CC(CC(C4)C2)C3)c(=O)n(-c2ccccc2)n1C	-2%	2%	-3%	-1%	-4%	0.0%	-16%	-4	0
COc1ccccc1C(=O)n1nc(-c2ccccc2)nc1NCc1ccco1	8%	-10%	0%	0%	-1%	0.1%	-17%	-11	1
Cc1c(C(=O)N2CCCCCC2)oc2ccccc12	5%	6%	8%	1%	-2%	-0.1%	-18%	-4	-5
CCN(CCCNC(=O)CN1C(=O)COc2ccc(S(=O)(=O)N3CCC(C)CC3)cc21)Cc1ccccc1	12%	-3%	0%	-3%	-2%	0.2%	-10%	-2	0
COc1cccc(OC)c1C(=O)OCC(=O)N(C)c1ccccc1	13%[57.1 µM]	1%	6%	-3%	9%	2.4%	-15%	0	-6
CCc1ccc(-n2c(C)nc3cc(C(=O)NCc4cccnc4)ccc32)cc1	-1%[57.1 µM]	0%	-1%	0%	-4%	0.2%	-11%	-5	-3
CSc1ccc(S(=O)(=O)Nc2c(C)n(C)n(-c3ccccc3)c2=O)cc1	1%	1%	-5%	2%	-3%	-0.1%	-25%	2	-4
CCN1CCN(c2ccc([N+](=O)[O-])cc2S(=O)(=O)N2CCOCC2)CC1	-14%	1%	-8%	-1%	-3%	0.5%	-9%	4	2
CSc1nc(C)cc(Oc2ccc(=O)[nH]n2)n1	4%	0%	-4%	-2%	0%	5.7%	-14%	1	-7
CC(C)(C)c1ccc(OCC(=O)Nc2ccc(-c3nc4cccnc4o3)cc2)cc1	95%[activator]	1%	2%	-1%	-3%	-0.9%	3%	-2	-5
CC1CCCCN1C(=O)COC(=O)c1cc([N+](=O)[O-])ccc1N (centres undefined)	-11%	0%	-1%	-3%	-9%	0.7%	5%	3	3
O=C(O)c1ccccc1-c1ccccc1C(=O)Nc1nc2ccccc2s1	-2%	2%	7%	-4%	6%	-0.9%	-19%	-2	-10
C=C1C=C(C(F)F)n2ncc(C(=O)NCc3ccc(F)cc3)c2N1	6%	-2%	x	-4%	x	x	x	x	-1
S=c1[nH]nc(CN2CCCCC2)n1-c1ccc(Cl)cc1	1%[57.1 µM]	-1%	3%	-4%	-7%	0.7%	-12%	10	-2
COc1ccc(Cl)cc1NC(=O)Cn1c(=O)n(CCCC(=O)NCCc2ccc(OC)c(OC)c2)c(=O)c2ccccc21	3%	-14%	-1%	-6%	-7%	-0.1%	u	2	-12
CC(C)n1cc(CN2CCCC(C(=O)Nc3ccccc3Oc3cccnc3)C2)cn1 (centres undefined)	3%	0%	-7%	-9%	3%	-0.1%	5%	-2	1
CCC(C)NC(=O)C1c2ccccc2C(=O)N1Cc1cc(OC)ccc1OC (centres undefined)	6%	-8%	7%	-3%	-2%	1.0%	-15%	1	-9
CCC(CC)C(=O)N1c2ccc(F)cc2CCC1C (centres undefined)	-6%	2%	4%	-5%	-4%	-1.5%	0%	8	-1
CC(C)N(C)C(=O)C(=O)c1cccn1-c1cccc(Cl)c1C#N	-2%	1%	10%	-5%	-6%	0.1%	5%	0	2
Nc1ccccc1SC1CC(=O)N(c2ccc3c(c2)OCO3)C1=O (centres undefined)	2%	-9%	-8%	2%	8%	1.7%	-16%	-3	-10
O=C(Nc1ccc(N2CCCC2)cc1)c1cccc(-c2cc3ccccc3oc2=O)c1	-11%	-2%	1%	3%	4%	-0.5%	-25%	-5	-1
COc1ccc(C)cc1NC(=O)N(C(C)C)C1CCN(C(C)=O)CC1	1%	1%	26%	-3%	14%	-2.1%	-21%	1	2
COc1ccc(Cn2c(=O)c3oc4ccccc4c3n(CC(=O)Nc3cc(C)cc(C)c3)c2=O)cc1	-2%	5%	-4%	-4%	1%	u	-9%	-3	1
COCCN1C(=O)N[C@@H](c2ccco2)C(C(C)=O)=C1C	6%[57.1 µM]	4%	-9%	-5%	3%	1.8%	23%	1	0
C=CCCCCc1nc2ccccc2c(=O)n1N	-7%	-1%	1%	-1%	2%	0.7%	-8%	0	0
O=C(COC(=O)c1ncc(Cl)c(Cl)c1Cl)NCCc1ccccc1	-13%	1%	2%	1%	1%	-0.7%	-5%	0	-3
O=C(NCCC1=CCCCC1)C1CCN(C(=O)Cc2ccccc2)CC1	2%[57.1 µM]	5%	2%	1%	-4%	-2.2%	-13%	-3	2
CCN(CC)S(=O)(=O)c1cc(NC(=O)C2=COCCO2)ccc1Cl	-9%	0%	-1%	-3%	3%	-0.8%	-4%	2	-8
NC(=O)C1CCN(CC(=O)N2c3ccccc3CCc3ccccc32)CC1	-3%	0%	-2%	-6%	1%	-0.4%	-7%	7	-11
CCc1ccc(-n2c(N3CCN(c4cccc(Cl)c4)CC3)nc3ccccc3c2=O)cc1	21%	-2%	-14%	-3%	1%	3.8%	-21%	-3	-5
Cc1cs/c(=N/C(=S)Nc2ccccc2)n1C	-3%	-5%	6%	-6%	0%	-0.3%	-1%	5	-12

In the list so far, these contain two or more sulfur atoms.
SMILES	TrxR1 substrate	Vif-A3G inh	mIDH1 inhibitor	GRP78 ERSR act	Vif-APOBEC3F blk	RXFP1 ag	USP1 inh	PI4K2A block	LDHA inh
CSc1ccc(S(=O)(=O)Nc2c(C)n(C)n(-c3ccccc3)c2=O)cc1	1%	1%	-5%	2%	-3%	-0.1%	-25%	2	-4
Cc1cs/c(=N/C(=S)Nc2ccccc2)n1C	-3%	-5%	6%	-6%	0%	-0.3%	-1%	5	-12

Screening data: PubChem BioAssay, National Center for Advancing Translational Sciences (NCATS)
